Source: PubChem BioAssay (The Scripps Research Institute Molecular Screening Center)
GPR151 activ: activators of human GPR151 | AID 1508602 | PathHunter beta-arrestin GPR151 cells, luminescence | 1% of 650,000 active | activation, % at 11.2 µM | Q8TDV0; in the data active = activation above about 4.9%;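 note: 0% = median of compound wells and 100% = cells with positive control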
MITF inh: blocks human microphthalmia-associated transcription factor | O75030 | AlphaScreen MITF homodimerization, bead proximity signal | inhibition, % at 2.6 µM | 0.91% of 650,000 active | AID 1259374; in the data active = inhibition above about 50%;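 note: 0% = vehicle wells with protein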
FBW7 act: human FBW7 E3 ligase activation, primary screen; normalized activity (activation), % at 26.1 µM; AID 1259310; 0.13% of 650,000 active; AlphaScreen FBW7–phospho-cyclin E peptide binding, activator screen; in the data active = normalized activity above about 1.9%;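 note: purified mutant Fbw7 with reduced substrate affinity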
Target sequence (Q969H0 whole entry, looked up): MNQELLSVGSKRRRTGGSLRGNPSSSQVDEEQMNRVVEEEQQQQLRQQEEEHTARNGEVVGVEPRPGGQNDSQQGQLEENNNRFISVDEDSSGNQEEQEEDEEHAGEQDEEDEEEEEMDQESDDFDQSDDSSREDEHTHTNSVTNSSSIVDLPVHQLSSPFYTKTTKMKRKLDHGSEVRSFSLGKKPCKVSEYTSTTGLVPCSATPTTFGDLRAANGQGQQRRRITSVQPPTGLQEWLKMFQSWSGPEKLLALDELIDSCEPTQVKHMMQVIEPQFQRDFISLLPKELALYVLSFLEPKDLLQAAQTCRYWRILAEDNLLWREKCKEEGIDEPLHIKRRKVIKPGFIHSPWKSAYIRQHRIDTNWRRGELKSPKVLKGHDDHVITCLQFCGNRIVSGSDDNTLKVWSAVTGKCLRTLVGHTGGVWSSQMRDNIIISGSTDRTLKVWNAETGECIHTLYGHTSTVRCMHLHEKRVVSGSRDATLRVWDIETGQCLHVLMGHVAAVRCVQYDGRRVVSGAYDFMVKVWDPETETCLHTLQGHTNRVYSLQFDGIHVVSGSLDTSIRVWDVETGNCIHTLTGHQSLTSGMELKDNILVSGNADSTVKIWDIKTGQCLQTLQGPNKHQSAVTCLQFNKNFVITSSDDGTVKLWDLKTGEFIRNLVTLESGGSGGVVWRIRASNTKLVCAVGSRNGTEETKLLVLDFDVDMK
TEAD-YAP block: TEAD-YAP interaction inhibition. inhibition, % at 9.12 µM. HEK-TIYL cells, TEAD-Gal4/YAP UAS-luciferase luminescence. 1.4% of 640,000 active; in the data active = inhibition above about 32%;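 note: 0% = median of test compound wells and 100% = reference inhibitor wells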
Starred values were filed as active, the others as inactive; x = no result given.

SMILES	GPR151 activ	MITF inh	FBW7 act	TEAD-YAP block
COc1ccc(NC(=O)COC(=O)CCn2cc(C=O)c(-c3ccc(F)cc3)n2)cc1	-0.2	-9	-0.1	-4
CCOC(=O)c1c(C)[nH]c(C(=O)CSc2nnc(NCc3ccccc3)s2)c1C	1.9	11	0.1	4
COc1ccc2c(c1)c(C(=O)N1CCN(CC#N)CC1)c(C)n2-c1ccccc1	-0.5	15	0.3	2
CC1CCN(C(=O)Cn2c(SCC(=O)N3CCCCC3C)nc3ccccc32)CC1 (centres undefined)	0.8	4	0.0	3
N#Cc1ccccc1Cn1nc(-c2ccoc2)oc1=O	0.0	-13	-0.2	-10
COC(=O)c1cc(S(=O)(=O)Nc2cccc(Cl)c2)cn1C	-0.9	-4	0.4	-4
COc1ccc(CCN2C(=O)CN(C3CCC(C)CC3)C(=O)C2c2ccc(OC(C)C)c(OC)c2)cc1OC (centres undefined)	-1.3	6	0.4	3
Cc1nnc(NC(=O)CCCOc2cccc(C)c2C)s1	0.9	7	0.0	-7
CN(C)S(=O)(=O)c1ccc(C(=O)OCc2ccc(C#N)cc2)cc1	1.1	4	0.1	1
CCC1(C)Cc2c(sc3nc(SC)n4c(=S)[nH]nc4c23)CO1 (centres undefined)	-1.1	2	0.0	1
CSc1nc(=O)cc(N)n1-c1ccccc1	0.0	11	0.1	0
Cc1nc2ccccc2n1CC(=O)NC1(c2ccc3c(c2)OCO3)CCCC1	-0.6	12	-0.1	-8
S=c1nc(NCc2ccccc2)c2ccccc2[nH]1	0.8	-9	0.1	-7
CCOC(=O)c1ccccc1OCc1cc(C=O)ccc1OC	-0.8	-6	0.1	25
Cc1cc(C)cc(Oc2coc3c(CN4CCC(C)CC4)c(O)ccc3c2=O)c1	0.8	-5	0.1	3
N#Cc1ccccc1NC(=O)CSc1nc(-c2ccccc2)cc(=O)[nH]1	-0.8	0	0.1	-5
CCCC(=O)Nc1ccc2c(c1)ncn2CC	0.7	-3	-0.1	-9
O=C(COc1ccccc1F)NCc1ccccc1	-1.4	21	0.4	-13
Cc1ccc(-n2cc(-c3ccc(Cl)cc3)nc2SCC(=O)Nc2ccccc2)cc1	-0.9	0	0.0	-12
CC1=C(C(=O)OCCOc2ccccc2)C(c2cccc(Cl)c2)C2=C(CCCC2=O)N1 (centres undefined)	0.3	-4	-0.2	-4
CC(=O)N1CCCC1c1n[nH]c(Cc2ccc(F)cc2)n1 (centres undefined)	0.6	-1	0.0	-3
Cc1c(C)[n+]([O-])c(-c2ccccc2)n1O	1.5	0	0.0	3
CCOC(=O)c1sc(NC(=O)COc2cccc(Cl)c2)nc1C	-0.9	2	-0.2	1
COc1ccc(-c2nc3c4c5c(sc4ncn3n2)CCCC5)cc1OC	-0.1	-4	0.1	10
CCCN(CCC)Cc1c(C(=O)N/N=C/c2ccc(F)cc2)nnn1-c1nonc1N	-0.3	9	0.5	-10

Brought forward from above: 4 compounds, followed by the next part.
SMILES	GPR151 activ	MITF inh	FBW7 act	TEAD-YAP block
Cc1c(C)[n+]([O-])c(-c2ccccc2)n1O	1.5	0	0.0	3
CCOC(=O)c1sc(NC(=O)COc2cccc(Cl)c2)nc1C	-0.9	2	-0.2	1
COc1ccc(-c2nc3c4c5c(sc4ncn3n2)CCCC5)cc1OC	-0.1	-4	0.1	10
CCCN(CCC)Cc1c(C(=O)N/N=C/c2ccc(F)cc2)nnn1-c1nonc1N	-0.3	9	0.5	-10
c1ccc2[nH]c(CNc3nc(Nc4cnccn4)nc4c3ncn4C3CCCCC3)nc2c1	-2.0	6	-0.1	9
COc1ccc(OCC(O)COc2ccc(OC)cc2)cc1	3.5	2	-0.2	11
Cc1nnc(NC(=O)Cn2nc(C(F)(F)F)c3c2CCCC3)s1	0.6	-1	0.0	-6
COc1cccc(CN(CCN)C(=O)Nc2ccc(-c3cn[nH]c3)cc2OCCCO)c1	0.3	48	0.1	6
Cc1cc(I)ccc1NC(=O)C1CCCN1C(=O)c1cccs1 (centres undefined)	-1.3	-2	-0.2	1
Cn1c(=O)n(Cc2ccc(Cl)cc2)c(=O)c2c(N3CCN(C(=O)c4ccco4)CC3)ccnc21	-0.7	-6	-0.1	-10
COc1ccc(CN2CCN(C(=O)c3ccccc3F)CC2)cc1OC	0.5	41	0.1	7
CN1C(=O)Cc2cc(NC(=O)NCc3cccc4ccccc34)ccc21	0.7	-3	0.1	8
COc1ccc(CN2C(=O)c3c(c(C)n(C)c3C)C2C(=O)NC2CCCCC2)cc1 (centres undefined)	0.1	0	0.0	-6
COc1ccc(CC(=O)NNC(=O)/C=C/c2ccccc2)cc1OC	-1.3	-3	0.0	-6
CN1CCN(CCCCOc2cccc(C(C)(C)C)c2)CC1	1.3	11	-0.1	-2
O=C(Nc1cc([N+](=O)[O-])ccc1Cl)c1ccccc1Cl	0.1	9	0.1	3
COc1ccc(NS(=O)(=O)c2ccc3c(c2)SCC(=O)N3)c(OC)c1	-0.2	-2	0.1	2
CCOc1cc2c(cc1OCC)C1C(C(=O)N3CCCC3)c3ccccc3C(=O)N1CC2 (centres undefined)	0.2	16	0.1	10
O=C(/C=C/c1cccs1)Nc1nnc(SCC(=O)c2ccccc2)s1	0.9	7	0.1	4
O=C(NCCN1CCNCC1)C(=O)NCc1ccc2c(c1)OCO2	1.0	24	0.0	0
COc1ccccc1C1CN(Cc2c(C)nc3sccn23)Cc2ccccc2O1 (centres undefined)	-1.0	1	0.0	-7
O=C(C1CC1)N1CCc2cc(Br)cc(S(=O)(=O)N3CCOCC3)c21	3.2	7	0.3	1
CC1(C)O[C@H]2O[C@H]([C@H](O)CO/N=C3/[C@H]4CCn5c(=O)n(-c6ccccc6)c(=O)n5[C@H]4[C@H](O)[C@@H]4O[C@H]34)[C@H](O)[C@H]2O1	0.9	8	0.1	x
CCCNc1ncnc2nc(-c3csc4ccccc34)[nH]c12	-0.9	0	-0.1	4
CCc1cccc(CC)c1NC(=S)N1CCN(C=O)CC1	1.6	-1	0.4	-11
Cc1cc(NS(=O)(=O)c2ccccc2N)ccc1O	-0.5	5	0.0	-4
Cn1ccnc1CN1CCCC(C(=O)Nc2cccc(-n3cnnn3)c2)C1 (centres undefined)	-0.9	3	-0.1	-3
Cn1c(=O)c(C(=O)Nc2cccc(F)c2)cc2cccnc21	0.2	0	0.2	-58
COc1cc(CN2CCN(Cc3ccc(F)cc3)CC2)cc2c1OCO2	0.1	76*	-0.4	6

Next records
SMILES	GPR151 activ	MITF inh	FBW7 act	TEAD-YAP block
COc1ccc(-c2csc(/C(C#N)=C/Nc3ccc(S(N)(=O)=O)cc3)n2)cc1OC	-0.2	-1	0.1	7
COc1cc(OC)cc(-c2nc3n(n2)C(c2cccc(O)c2)C2=C(CCCC2=O)N3)c1 (centres undefined)	0.1	7	0.2	-3
CC(NC(=O)C1CCCO1)c1ccccc1 (centres undefined)	-1.2	0	0.6	2
O=C(CN1N=C(c2ccc(Cl)cc2)CCC1=O)NC1CC1	-0.4	4	-0.1	6
C/C(=N\Nc1nnc2c(n1)[nH]c1ccc(C)cc12)c1ccc(C)o1	-1.2	9	-0.1	-5
N#Cc1ccc(COC(=O)CC(NC(N)=O)c2cccc(Oc3ccccc3)c2)cc1 (centres undefined)	-0.2	3	-0.1	9
Cc1cc(NC(=O)Cn2nc(C)c([N+](=O)[O-])c2C)no1	3.4	-5	0.0	-2
O=C(CNC(=O)c1cccc(Br)c1)N/N=C/c1ccco1	-0.5	-1	0.0	1
CC(C)n1c(Nc2ccncn2)nc2c(NCc3ccccc3)ncnc21	-2.6	8	0.1	-35
c1ccc(Cn2nnc3c(N4CCCCC4)ncnc32)cc1	-0.9	4	0.0	-2
O=C(O)c1ccccc1C(=O)Nc1ccccc1F	-0.3	8	0.2	-11
COc1ccc(N2CCN(c3ccc(-c4cccnc4)cn3)CC2)cc1	-0.3	11	0.3	-5
NC(=O)c1ccc(N=Cc2cccc(O)c2O)cc1	-1.0	25	0.0	-12
O=S(=O)(O)CCC[n+]1c(/C=C/c2ccc3c(c2)OCO3)sc2ccccc21	-0.2	-4	-0.1	0
O=C(CNC(=O)c1cccs1)NNC(=O)Cn1nnc(-c2ccccc2)n1	0.5	10	0.7	-3
COc1ccc(CCNC(=O)CSc2nc(Nc3ccc(F)cc3)c3ccccc3n2)cc1OC	-0.7	4	0.9	20
CC(=O)c1sc(NC(=O)c2cc(C)nn2C)nc1C	-7.5	26	0.1	-33
COc1cccc2cc(C(=O)NNC(=O)c3ccc(Br)cc3)c(=O)oc12	-1.0	4	0.1	-6
C=CCn1c(=S)[nH]c2cc(C(=O)NCc3ccccc3)ccc2c1=O	1.4	-4	0.1	5
CCn1cc(CN2CCCC(CNC(=O)c3cccc(OC)c3OC)C2)cn1 (centres undefined)	-0.5	8	0.4	3
O=C(CCCN1C(=O)c2ccccc2C1=O)NC(=O)NC(c1ccccc1)c1ccccc1	0.3	23	0.1	1
CCS(=O)(=O)c1nsc2nc(=O)c(/C=C3\C=Nc4ccccc43)c(N)n12	-0.5	-4	-0.1	-1
COc1ccccc1C(=O)Nc1ccc2oc(-c3ccccc3F)cc(=O)c2c1	1.6	-6	-0.1	-2
COc1cc(C(=O)Nc2ccc(OCC(=O)O)cc2)ccc1OC(C)=O	-8.0	2	0.2	5
COc1ccc(C2Nc3ccccc3NC3=C2C(=O)CC(c2ccccc2)C3)c(OC)c1 (centres undefined)	-1.0	10	0.8	7

Pulled one by one from the entries so far, 4 records:
SMILES	GPR151 activ	MITF inh	FBW7 act	TEAD-YAP block
COc1ccc(N2CCN(c3ccc(-c4cccnc4)cn3)CC2)cc1	-0.3	11	0.3	-5
CC(=O)c1sc(NC(=O)c2cc(C)nn2C)nc1C	-7.5	26	0.1	-33
NC(=O)c1ccc(N=Cc2cccc(O)c2O)cc1	-1.0	25	0.0	-12
C/C(=N\Nc1nnc2c(n1)[nH]c1ccc(C)cc12)c1ccc(C)o1	-1.2	9	-0.1	-5

Following part:
SMILES	GPR151 activ	MITF inh	FBW7 act	TEAD-YAP block
O=C(Nc1ccccc1O)N1c2ccccc2Sc2ccccc21	1.0	6	0.1	0
O=C(COc1ccc(Cl)cc1)N1CCN(C(=O)c2ccccc2F)CC1	0.0	1	-0.1	5
O=C(Nc1ccc(F)cc1F)NN1CCOCC1	-0.1	7	0.2	9
Cc1ccc2nc(Nc3ccc(F)cc3F)c3nncn3c2c1	3.0	-7	0.0	-4
CCOc1ccc2nc(SCC(=O)N(c3c(C)cccc3CC)C(C)COC)[nH]c2c1 (centres undefined)	-1.7	-3	0.0	-2
COc1cc(/C=C2\Sc3ccccc3C2=O)c([N+](=O)[O-])cc1OC	-0.5	13	0.0	-9
Cc1ccc(C)c(-n2c(CNC(=O)c3cccs3)nnc2SCC(=O)N2CCc3ccccc32)c1	0.6	12	0.5	0
Cc1c(Cl)c([N+](=O)[O-])nn1CC(=O)NCCCn1ccnc1	-0.6	-9	-0.1	11
COc1ccc2c(c1)CCC1C2=NN(C(C)=O)C1c1cccc(F)c1 (centres undefined)	-0.1	-17	0.1	-1
O=C(CN1C(=O)C(=O)c2ccccc21)Nc1ccc(C(=O)NC2CC2)cc1	1.1	12	0.2	10
O=C(NCCCc1ccccc1)c1cc(COc2ccccc2)on1	0.0	12	0.1	4
O=C(CSc1nc2ccccc2c(=O)n1Cc1ccco1)N1CCCc2ccccc21	3.5	1	-0.2	4
C=COC(=O)CSc1nc(-c2ccccc2)cc(-c2ccc(OC)cc2)c1C#N	-1.1	1	0.0	-6
CCOCCn1c(=O)c2c(nc3n(-c4cc(C)cc(C)c4)c(C)cn23)n(C)c1=O	2.0	0	-0.1	0
O=C(Nc1ccc(-c2nc3ccccc3[nH]2)cc1)C1CCCN(C2CCSCC2)C1 (centres undefined)	0.0	11	0.1	-9
Cc1ccc(CNC(=O)CN2CCC(n3cnc4cccnc43)CC2)cc1	-1.0	3	-0.1	0
Cc1ccccc1OCC(=O)N/N=C\C=N\NC(=O)COc1ccccc1C	1.1	-17	0.0	2
O=C(O)CN1C(=O)C(O)=C(C(=O)/C=C\c2ccccc2)C1c1ccccc1 (centres undefined)	-0.4	-2	0.0	-4
COCc1cc(C)nc2sc(C(=O)Nc3cccc(C(C)=O)c3)c(N)c12	3.2	-4	1.2	-74
COc1ccc(C(OCC(O)CNCCN(C)C)c2ccc(OC)cc2)cc1 (centres undefined)	-1.1	67*	0.7	-2
O=c1c2sc(=S)n(Cc3ccccc3)c2[nH]c(=S)n1Cc1ccccc1	0.4	16	0.1	-4
COc1ccc(C2C(C(=O)Nc3cccc(Cl)c3)c3ccccc3C(=O)N2C)cc1 (centres undefined)	-0.6	-8	0.1	-3
Cc1ccn(CCC(=O)N2CCCC(CCC(=O)N3CCN(c4ccccn4)CC3)C2)n1 (centres undefined)	0.5	20	0.3	-4
COc1ccc(Br)cc1C1SCCN1S(=O)(=O)c1ccccc1 (centres undefined)	-1.4	11	-0.1	-3
Cc1ccc(-n2nc(C)c3c(C)c(CCC(=O)NCC(N)=O)c(C)nc32)cc1	0.3	2	0.0	6
COc1cccc(C(C(=O)NC2CCCC2)N(C(=O)c2csnn2)C2CC2)c1 (centres undefined)	-0.2	-3	0.0	-4
CCCN(C(=O)c1ccc(Cl)cc1)c1c(C)n(C)n(-c2ccccc2)c1=O	-1.2	3	3.2*	-6

Whole records, quoted from the list. Values in the order: GPR151 activ, MITF inh, FBW7 act, TEAD-YAP block
`CCOCCn1c(=O)c2c(nc3n(-c4cc(C)cc(C)c4)c(C)cn23)n(C)c1=O` as listed: 2.0, 0, -0.1, 0
`COCc1cc(C)nc2sc(C(=O)Nc3cccc(C(C)=O)c3)c(N)c12` as listed: 3.2, -4, 1.2, -74
